# 12-hLO inh = qHTS Assay for Inhibitors of 12-hLO (12-human lipoxygenase); Polyunsaturated fatty acid lipoxygenase ALOX12 (Homo sapiens), P18054; purified 12-hLO, xylenol orange hydroperoxide absorbance; Potency, µM (top dose mostly 57.1 µM), inactives show at the top dose activity change, negative = inhibition, hits mostly inhibitors; hit rate 0.12% among 150,000; further: potency means the concentration at half of the fitted maximal effect; nearly all actives have a fitted effect of over 55% in size; many of its hits are not listed in these tables
# Target sequence (P18054 whole entry, looked up): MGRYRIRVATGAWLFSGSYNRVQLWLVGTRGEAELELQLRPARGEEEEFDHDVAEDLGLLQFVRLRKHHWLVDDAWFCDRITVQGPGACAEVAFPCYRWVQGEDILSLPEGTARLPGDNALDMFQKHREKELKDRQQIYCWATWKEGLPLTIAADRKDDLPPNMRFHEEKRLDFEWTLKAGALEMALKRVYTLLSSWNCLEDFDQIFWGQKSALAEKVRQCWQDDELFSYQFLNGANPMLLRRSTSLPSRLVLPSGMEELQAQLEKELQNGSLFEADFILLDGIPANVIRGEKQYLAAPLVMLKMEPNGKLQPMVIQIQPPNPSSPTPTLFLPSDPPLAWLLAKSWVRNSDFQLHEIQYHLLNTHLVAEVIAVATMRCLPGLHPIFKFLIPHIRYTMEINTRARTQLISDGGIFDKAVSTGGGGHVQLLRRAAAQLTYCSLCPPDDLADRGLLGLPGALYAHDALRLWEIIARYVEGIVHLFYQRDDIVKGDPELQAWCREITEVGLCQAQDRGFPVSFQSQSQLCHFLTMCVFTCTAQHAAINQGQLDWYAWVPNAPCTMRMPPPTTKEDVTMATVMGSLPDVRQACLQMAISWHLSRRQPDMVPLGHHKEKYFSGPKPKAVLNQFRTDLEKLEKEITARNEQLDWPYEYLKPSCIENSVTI
#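 Lipoxygenase turnover measured by absorbance at 573 and 405 nm after Fe-XO development. Human 12hLO 150 nM, arachidonate 40 uM, pH 7.0 Hepes buffer with detergent; 15 min compound preincubation, 30 min reaction.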
# 15-hLO-2 inh = qHTS Assay for Inhibitors of 15-hLO-2 (15-human lipoxygenase 2) | Polyunsaturated fatty acid lipoxygenase ALOX15B (Homo sapiens), O15296 | purified 15hLO-2, xylenol orange hydroperoxide absorbance | Potency, µM (titrated, usually from 57.1 µM), without a hit: at the top dose activity change, negative = inhibition, most hits filed as inhibitors | hit rate 0.56% among 110,000; further: potency means the concentration at half of the fitted maximal effect; nearly all actives have a fitted effect of over 60% in size; many of its hits are not listed in these tables
#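 Purified human 15hLO-2 (50 nM) preincubated 15 min with compound, then 45 uM arachidonic acid for 90 min at RT in 25 mM Hepes pH 7.5, 0.01% Triton X-100. Hydroperoxide detected by Fe-xylenol orange; 573/405 nm absorbance ratio.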
# PNC inhibitor = High Content Assay for Compounds that inhibit the Assembly of the Perinucleolar Compartment. PC3M PTB-GFP, PNC prevalence imaging, 16 h; hits give low values. activity change (PNC), negative = inhibition, % at 10 µM. hit rate 3.1% among 140,000;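 active means readout at or below -70, meaning at least 70% loss of cells showing the perinucleolar compartment, a nuclear body marking cancer cells; inconclusive means readout between -30 and a set limit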;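 further: plate controls were DMSO wells for no effect and camptothecin positive control wells for full effect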
#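 Read-out is percentage of cells bearing a perinucleolar compartment, from automated 20x imaging of fixed, Hoechst-stained PC3M PTB-GFP cells. Cells were seeded 4 h, then exposed 16 h to compound (23 nl of library stock) in duplicate plates.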
# IMPase cell inh = qHTS Assay for Identifying the Cell-Membrane Permeable IMPase Inhibitors | Inositol monophosphatase 1 (Rattus norvegicus), P97697 | CHO-M1 cells, IP1 accumulation, HTRF TR-FRET ratio | inhibition (IP1 accumulation), % at 46.1 µM | 120,000 tested, under 10 active | AID 901, 2007; active means well fitted curve in the direction sought with a large enough effect in the signal ratio, not every such curve was filed as active; inconclusive means small, poorly fitted or top-dose-only effect, or a change in a side signal; inactive means no such curve, though single readings can be large or run the other way; the % refers to the signal ratio;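 further: cells stimulated with carbachol in lithium chloride buffer; plate controls were DMSO basal wells for no effect and reference inhibitor wells for full effect; higher means more IMPase inhibition seen as more IP1 and lower FRET ratio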
# Target sequence (P97697 whole entry, looked up): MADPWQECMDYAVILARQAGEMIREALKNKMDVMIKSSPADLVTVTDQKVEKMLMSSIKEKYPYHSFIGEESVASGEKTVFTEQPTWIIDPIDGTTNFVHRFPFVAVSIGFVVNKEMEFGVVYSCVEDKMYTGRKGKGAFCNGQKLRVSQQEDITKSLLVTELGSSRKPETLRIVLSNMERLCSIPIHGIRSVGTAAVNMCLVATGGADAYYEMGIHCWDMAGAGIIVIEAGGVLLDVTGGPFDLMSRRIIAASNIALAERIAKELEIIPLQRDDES
#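 Carbachol-driven Gq signalling in CHO-M1 cells (2000/well) generates IP1. Compounds that block IMPase raise IP1 and so reduce the FRET signal from Eu-anti-IP1 and d2-IP1 after a 10 min room-temperature lysis.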
# The depositor's hits bear a star; ? = inconclusive; / = no result given; [ ] = another dose, or the depositor's remark. Unless noted, the call rests on the fitted dose curve; in most records, active means well fitted curve in the direction sought with a large enough effect; inconclusive means small, poorly fitted or top-dose-only effect, or another doubt; inactive means no such curve, though single readings can be large; an effect the other way counts as inactive or inconclusive. Unless noted, on the % scale 0 is the no-effect control and ±100 the full control effect.
SMILES,12-hLO inh,15-hLO-2 inh,PNC inhibitor,IMPase cell inh
CC(=O)OCC1=C(C(=O)O)N2C(=O)[C@@H](NC(=O)CSc3ccncc3)[C@@H]2SC1,-5.4%[25.6 µM],6.0%[25.6 µM],/,2.7[20.6 µM]
O=C(O)CCC(=O)Nc1ccc(Br)c(Cl)c1,-0.1%,-9.2%,-10.6,-2.4
Cc1sc(NC(=O)C2CC=CCC2C(=O)O)c(C(=O)OC(C)C)c1C (stereo not given),5.9%,-9.3%,-4.9,-3.6
Cc1noc(C)c1S(=O)(=O)N1CCCC(C(=O)N2CCC(C)CC2)C1 (stereo not given),-6.7%,7.8%,-11.7,3.7
CN(Cc1ccccc1)C(=O)CCn1c(=O)oc2ccccc21,6.7%,-3.5%,-22.5,-7.0
CCSc1cnn(-c2ccccc2)c(=O)c1SCC,1.2%,-1.1%,60.8,?
N#Cc1c(NC(=O)COC(=O)C2CC3C=CC2C3)oc(-c2ccccc2)c1-c1ccccc1 (stereo not given),5.8%,?,-27.5,2.1
O=C1C(=O)N(CCN2CCOCC2)C(c2ccccn2)/C1=C(/O)c1ccc(F)cc1 (stereo not given),-7.3%,-19.1%,22.7,1.9
CCn1c(SCc2nc3ccccc3[nH]2)nnc1-c1ccccc1OC,-0.8%,21.9%,31.0,-4.5
Cn1ccnc1SCC(=O)Nc1cc(S(=O)(=O)N2CCOCC2)ccc1Cl,1.7%,/,?,/
CC(=O)N1N=C(c2ccccc2)OC1(C)CC(=O)Nc1ccccc1 (stereo not given),-4.3%,/,21.7,2.7
COc1ccc(S(=O)(=O)Nc2ccc3ccccc3c2)cc1C,-24.6%,-5.5%,12.9,-4.3
CC(C)(O)C1CC[C@@]2(C)C3CCC4[C@@]5(C)CCCC(C)(C)C5C(O)C[C@]4(C)[C@]3(C)CC[C@@H]12 (stereo not given in full),-0.8%,3.5%,/,/
N#CC(C(=O)O)=C1CCCC1,-1.2%,3.7%,18.2,?
Cc1c(NC(=O)/C=C/c2cccs2)c(=O)n(-c2ccccc2)n1C,0.7%,7.5%,22.8,7.1
Cc1nc2ccccn2c1C(=O)CSc1ccc(Cl)cc1Cl,-6.0%,-2.8%,20.3,-3.5
N#Cc1ccc2ccn(CC(=O)NC3CCCCC3)c2c1,-6.4%,-5.1%,-21.1,11.2
COc1cc(/C=N/NC(=O)c2cnccn2)ccc1O,-1.9%,/,?,1.8
Cc1ccnc(N2CCC(C(=O)Nc3ccc4c(c3)OCO4)CC2)n1,2.4%,-6.0%,-22.3,?
COc1ccccc1-c1nnc(SCC(=O)N2CCOCC2)n1-c1ccccc1,-4.7%,-1.9%,-8.6,2.7
c1ccc(CCn2nnnc2C(c2cccs2)N2CCN(Cc3ccc4c(c3)OCO4)CC2)cc1 (stereo not given),-5.9%,28.0%,29.7,4.1
CCOc1ccc(/C=C/C(=O)c2ccc(-c3ccccc3)cc2)cc1,4.6%,/,-16.5,/
COc1ccc(C(=O)n2cnc(N)n2)cc1,3.3%,4.3%,91.8,2.9
O=C(COC(=O)c1ccc(S(=O)(=O)Nc2ccccc2)cc1)NCCC1=CCCCC1,-5.2%,/,8.1,/
Cc1ccc(NC(=O)C2(S(=O)(=O)c3ccc(C)cc3)CC2)cc1,-3.2%,-1.1%,-6.7,2.6

# Next part, starting with the last three of the part before.
SMILES,12-hLO inh,15-hLO-2 inh,PNC inhibitor,IMPase cell inh
COc1ccc(C(=O)n2cnc(N)n2)cc1,3.3%,4.3%,91.8,2.9
O=C(COC(=O)c1ccc(S(=O)(=O)Nc2ccccc2)cc1)NCCC1=CCCCC1,-5.2%,/,8.1,/
Cc1ccc(NC(=O)C2(S(=O)(=O)c3ccc(C)cc3)CC2)cc1,-3.2%,-1.1%,-6.7,2.6
O=C(CCCN1CCC(O)(c2ccc(Cl)cc2)CC1)c1ccc(F)cc1,-0.5%,53.4%[activator],30.7,9.4
C=CCOC(=O)C1=C(C)N(C)C(=O)NC1c1cc2c(cc1Br)OCO2 (stereo not given),-9.4%,-2.3%,8.8,-0.9
O=C(NC12CC3CC(CC(C3)C1)C2)C1CC(=O)N(c2ccccc2)C1 (stereo not given),1.9%,/,22.4,9.9
Cc1nc2nc(SCC(=O)N3CCOCC3)nn2c(C)c1Cc1c(F)cccc1Cl,-7.4%,-3.1%,-0.8,1.3
C#CCn1c(=NC(=O)c2ccc(S(=O)(=O)N3CCCc4ccccc43)cc2)sc2cc(S(N)(=O)=O)ccc21,-2.5%,/,55.3,/
CC1CCC(Nc2nnnn2-c2ccccc2)CC1 (stereo not given),6.7%,-2.7%,7.7,16.4
CN(C)c1ccc(NC(=O)Nc2ccc3snnc3c2)cc1,-11.0%,?,15.5,16.5
Cc1ccc(NC(=S)N2CCN(C(=O)C3CCCO3)CC2)cc1 (stereo not given),4.8%,/,-8.2,/
CCOC(=O)c1cnc2ccc(OC)cc2c1Nc1ccc2c(c1)OCCO2,-16.2%,40.4%[activator],-24.0,6.4
COc1ccc(C(=O)Cn2nnc(-c3ccccc3NC(=O)C(F)(F)F)n2)cc1,-7.9%,-1.8%,23.8,-3.9
CCCC(=O)Nc1cc(-c2nc3ncccc3o2)ccc1C,-0.5%,/,?,?
O=C1c2ccccc2C(Nc2ccc3c(c2)OCCO3)N1Cc1ccc2c(c1)OCO2 (stereo not given),-12.8%,-15.1%,?,6.5
CC(=O)c1cnc(Nc2ccccc2)s1,-3.3%,3.5%,-19.0,-4.3
Cn1cc(S(=O)(=O)Nc2cccc(F)c2)c(=O)n(C)c1=O,-1.5%,2.3%,-23.1,-12.0
C/C(CCC1CC(C)OC1=O)=N/Nc1nc(-c2ccccc2)cs1 (stereo not given),-7.7%,/,-12.1,/
Cc1nn(-c2ccccc2)c(N2CCCC2)c1/C=N/n1cnc2scc(-c3ccccc3)c2c1=O,1.2%,6.0%,22.1,0.3
CSC1=N/C(=C\c2ccc(F)cc2)C(=O)S1,-7.3%,-17.7%,19.4,-4.9
COc1ccccc1CNc1ccc(N2CCCCC2)cc1,-8.4%,-13.3%[2.29 µM],?,1.7
CCOc1cc(NC(=O)c2ccco2)c(OCC)cc1NC(=O)Cc1ccc(OC)c(OC)c1,-2.2%,-11.3%,14.5,8.3
CC(C)NC(=O)CSc1nnc(-c2ccc(S(=O)(=O)N3CCCC3)cc2)n1CC1CCCO1 (stereo not given),-0.6%,3.5%,-9.5,-5.9
COC(=O)c1ccccc1NC(=S)NC(=O)c1ccc2ccccc2c1,?,/,15.0,/
O=C1CCC(=O)O1,2.2%,-2.3%,/,/
CCOC(=O)c1ccc(N2Cc3ccccc3C2=NC(=O)c2cccs2)cc1,2.1%,/,11.1,14.4
Cc1ccc(/C=N/Nc2nnc(Cl)c3ccccc23)cc1,0.1%,/,34.0,/
O=C(Nc1ccccc1C(=O)NCCCn1ccnc1)c1ccccc1,6.4%,20.7%,12.0,7.2
# More records follow.
SMILES,12-hLO inh,15-hLO-2 inh,PNC inhibitor,IMPase cell inh
COc1nc(-c2ccccc2)ccc1-c1noc(-c2cccnc2)n1,-17.7%,-19.1%,-14.4,7.5
COc1ccc(N2CCN(c3oc(-c4ccc(OC)c(OC)c4)nc3C#N)CC2)cc1,2.5%,-2.5%,16.4,9.6
CCOC(=O)c1c(C)nc(-c2ccccc2)nc1N,0.0%,-1.7%,40.8,4.5
CN(C)c1ncc2nc(-c3ccc(Cl)cc3)c(=O)n(C3CC3)c2n1,0.7%,-2.5%,/,/
N#Cc1c(C(F)(F)F)cc(-c2ccc(Cl)c(Cl)c2)nc1SCCN1CCOCC1,-11.7%,17.7%,13.7,?
COCCn1c(CN2CCN(C)CC2)nc2c1c(=O)n(C)c(=O)n2C,-0.2%,6.5%,-8.5,7.0
CCOc1ccccc1NC(=O)C1=C(C)NC(=O)NC1c1cccc(OC)c1OC (stereo not given),3.1%,-4.1%,38.1,6.8
Cc1ccc2cc(C)c(SCC#N)nc2c1,-14.8%,-0.8%,7.1,-11.9
CCCN1C(=O)/C(=C/c2c(NCCCOC(C)C)nc3c(C)cccn3c2=O)SC1=S,-2.1%,-0.5%,-23.4,-1.9
CCC(C)c1ccc(OCC(=O)Nc2ccc(Cl)cn2)cc1 (stereo not given),-8.8%,20.4%,-19.5,4.4
CC1CCC2(CC1)NC(=O)N(CC(=O)c1ccc[nH]1)C2=O (stereo not given),3.4%,1.6%,0.2,10.1
CCOC(=O)c1cc2c(ccn2C)n1Cc1cc(C)ccc1C,-2.1%,29.5%,39.0,1.6
Cc1cc(C)c(NC(=O)C2CSCCS2)c(C)c1 (stereo not given),-1.5%,/,-13.7,/
S=C(NCCCc1ccccc1)Nc1ccc(Cl)cc1,-19.9%,/,?,1.0
Cc1ccc(O)c(NC(=O)c2cc3nc4c(c(C(F)(F)F)n3n2)CCc2ccccc2-4)c1,-7.2%,?,?,?
COc1ccc(CNC(=O)c2cccs2)cc1,-9.0%,-0.1%,-100.0*,0.5
COc1ccc(OC)c(-n2cnc3cc(C(=O)NCCCN4CCOCC4)ccc32)c1,7.2%,22.6%,-16.2,0.6
COC(=O)c1cc(Nc2cc(C)nc3ncnn23)cc(C(=O)OC)c1,-1.0%,/,6.0,/
Cc1ccccc1CN(C)CC(=O)Nc1ccccc1Oc1ccccc1,-8.0%,/,46.8,/
COc1ccc(CNC(=O)C(NC(C)=O)C(=O)Nc2ccc(OC)cc2)cc1 (stereo not given),-2.5%,-13.5%,8.3,9.0
O=C(CCN1CCc2ccccc21)c1ccc2c(c1)OCCO2,-6.8%,-10.6%,-26.3,16.3
O=C1c2ccccc2C(=O)N1CCCc1c[nH]c2ccc(Cl)cc12,-1.1%,/,-1.8,4.2
Cc1cc2c(c(=O)n1CCN(C)C)C(c1ccc(Br)cc1)C(C#N)=C(N)O2 (stereo not given),-7.5%,0.4%,10.2,-13.7
O=C(c1ccco1)N1CCN(C(=O)c2cccc3c2C(=O)N(Cc2cccnc2)C3)CC1,0.9%,-0.8%,?,3.1
CCCCOc1ccc(-c2nnn(CC(=O)NCCc3c[nH]c4ccccc34)n2)cc1,-4.3%,1.1%[11.4 µM],7.4,4.5[1.84 µM]
# The list continues.
SMILES,12-hLO inh,15-hLO-2 inh,PNC inhibitor,IMPase cell inh
Cc1cccc(-n2nnc(C(=O)NCc3ccccc3)c2N)c1,5.3%,/,-3.8,7.3
O=C(CNS(=O)(=O)c1cccc2nsnc12)NC1CCCCC1,-2.3%,3.6%,-111.0*,7.5
O=C(Nc1ccc2c(c1)Cc1ccccc1-2)c1ccc(Br)o1,-1.6%,/,60.2,0.3
CCCn1c(CCC(=O)O)ccc1-c1cccs1,-25.6%,-26.4%,-1.8,-2.3
O=C(CCCOc1ccccc1)N1CCCc2ccccc21,-4.0%,0.7%,-6.4,-13.9
CN1CC2(C(=O)c3ccccc3)CN(C)CC(C(=O)c3ccccc3)(C1)C2,-1.6%,53.0%[activator],?,-2.9
O=C(COc1ccccc1)NC(NC(=S)Nc1ccccc1C(=O)O)C(Cl)(Cl)Cl (stereo not given),-4.0%,?,1.4,2.1
COC(=O)C(NC(=O)c1ccco1)(Nc1nc(C2CC2)cs1)C(F)(F)F (stereo not given),-5.6%,-8.4%,31.6,3.1
O=C(O)c1ccc(COc2ccc3ccccc3c2/C=C2/NC(=O)N(c3ccccc3)C2=O)cc1,-15.9%,?,-9.1,-0.1

# Source: PubChem

# The list is partial. The share of hits here may be higher or lower than overall.
